Compound activity from PubChem BioAssay.
SIRT5 block: blocks human SIRT5 desuccinylation of peptide; Q9NXA8; Purified SirT5, succinyl-peptide AMC, trypsin-coupled fluorescence; inhibition, % at 15 µM; actives 1.1% (n = 330,000); in the data active = inhibition above about 15%
XiGFP reactiv: reactivates the inactive X chromosome in mouse fibroblasts; XiGFP mouse fibroblasts, % GFP-positive cells imaging, 3 d; cells co-treated with 5-aza-dC sensitizer; scaled so ellipticine positive control = 100%; activation, % at 7.58 µM; actives 0.055% (n = 360,000);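 active = mean normalized replicate activation at least 10% and every replicate at or above 10%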;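 note: 0% = median of on-plate neutral control wells and 100% = ellipticine 6 µM median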
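Material: XiGFP fibroblasts, SV40-immortalized. Buffer or medium: DMEM plus 5-aza-dC sensitizer. Compound: single concentration per compound, delivered by pin transfer. Times: 3 days compound exposure. Controls: ellipticine 6 µM.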
C2C12 statin: suppressors of simvastatin-induced myotoxicity in C2C12 myotubes. actives 0.78% (n = 330,000). ATP luminescence, 48 h; scaled: DMSO 0, geranylgeraniol control 100. rescue of ATP level, % at 7.49 µM;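 active = mean ATP rescue above about 67%, or every replicate alone reaching that limit, limit read from the data, passing the limit was not always enough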;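 note: myotubes were challenged with 10 µM simvastatin during compound exposure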
Cneo AK release: causes C. neoformans cell lysis. adenylate kinase release luminescence, 4 h; normalised: neutral wells 0, clomiphene wells 100. actives 0.2% (n = 360,000). AID 651654. lysis activity, % at 15 µM;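 active = mean lysis activity across replicates of at least 80%, whatever share of replicates individually reach that level; inactive = mean lysis activity below 80%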
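read-out = cell lysis signal | test system = log-phase Cryptococcus neoformans yeast cells | input = cells at 5 × 10^6 per mL | medium = fresh YPD growth medium | signal = luminescent adenylate kinase detection reagent | timing = 4 h at 37 °C static, read 1 h later | dosing = single dose | controls = Clomiphene as positive lysis control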
ERAP1 HTS inh: ERAP1 (human) enzyme inhibition; Q9NZ08; recombinant ERAP1, Leu-AMC fluorescence, 60 min; inhibition, % at 10.7 µM; actives 0.15% (n = 340,000); AID 652197;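 active = mean replicate inhibition of at least 30%, or all replicates individually reaching that 30% level; inactive = mean below 30% and not every replicate reaching it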;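 note: 0% = neutral control wells and 100% = L-leucinethiol positive control wells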
Target sequence (Q9NZ08 whole entry, looked up): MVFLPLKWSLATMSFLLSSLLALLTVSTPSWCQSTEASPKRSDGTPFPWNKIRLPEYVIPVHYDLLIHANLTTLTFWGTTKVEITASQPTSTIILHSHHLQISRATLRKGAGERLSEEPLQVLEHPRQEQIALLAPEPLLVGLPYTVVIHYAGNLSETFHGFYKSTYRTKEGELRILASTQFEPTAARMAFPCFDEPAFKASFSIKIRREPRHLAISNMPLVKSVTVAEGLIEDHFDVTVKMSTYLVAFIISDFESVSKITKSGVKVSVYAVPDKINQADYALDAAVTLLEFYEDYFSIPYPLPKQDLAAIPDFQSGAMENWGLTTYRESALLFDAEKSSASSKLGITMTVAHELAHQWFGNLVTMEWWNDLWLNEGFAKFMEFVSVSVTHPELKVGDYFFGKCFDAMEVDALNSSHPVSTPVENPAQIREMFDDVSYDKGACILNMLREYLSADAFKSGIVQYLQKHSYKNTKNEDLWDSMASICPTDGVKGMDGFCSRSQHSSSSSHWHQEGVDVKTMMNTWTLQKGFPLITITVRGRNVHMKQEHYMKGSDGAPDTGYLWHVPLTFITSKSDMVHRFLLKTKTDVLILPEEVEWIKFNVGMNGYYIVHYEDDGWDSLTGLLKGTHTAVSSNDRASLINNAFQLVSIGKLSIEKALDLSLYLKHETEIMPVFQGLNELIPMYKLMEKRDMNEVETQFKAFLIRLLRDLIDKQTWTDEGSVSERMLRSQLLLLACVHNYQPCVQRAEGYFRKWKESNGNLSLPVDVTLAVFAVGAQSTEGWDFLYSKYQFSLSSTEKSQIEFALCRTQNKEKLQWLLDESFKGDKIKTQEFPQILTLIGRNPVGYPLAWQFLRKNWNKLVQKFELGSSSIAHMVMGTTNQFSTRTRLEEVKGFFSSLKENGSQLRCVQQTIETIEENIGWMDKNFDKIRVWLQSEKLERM
PGC1a acetyl inh: modulators of PGC1a acetylation | U2OS PGC1a acetylation, AlphaScreen anti-acetyl-lysine; with virally co-expressed GCN5 acetyltransferase | AID 651687 | inhibition, % at 15.6 µM | actives 0.17% (n = 350,000);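 active = every replicate shows inhibition of at least 40%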;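 note: 0% = neutral control wells and 100% = positive control wells; some results beyond the cut were filed as inactive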
LGR2 antag: inhibitors of bursicon-induced Drosophila LGR2 receptor cAMP signaling. inhibition, % at 9.99 µM. AID 720647. actives 0.35% (n = 380,000). HEK293 LGR2, CRE-luciferase, bursicon-stimulated, 4 h;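 active = drop in luminescence signal, shown as inhibition above about 50% in the replicate tests, limit read from the data, passing the limit was not always enough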;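 note: agonist challenge used bursicon conditioned medium at about half maximal strength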
S100A4 MyoIIA: inhibitors of human S100A4 binding to myosin IIA peptide; inhibition, % at 10.7 µM; actives 0.14% (n = 360,000); S100A4/TAMRA-MyoIIA peptide fluorescence polarization; P26447;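 active = mean inhibition of at least 70% across replicates, with every replicate also reaching that level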
Target sequence (P26447 whole entry, looked up): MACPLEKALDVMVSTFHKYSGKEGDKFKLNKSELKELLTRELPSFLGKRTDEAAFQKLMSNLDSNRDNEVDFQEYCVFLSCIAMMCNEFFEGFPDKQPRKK
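incubation = readout 5 min after mixing, signal stable up to 60 min | system = S100A4 monomer protein | buffer or medium = HEPES pH 7.2 with CaCl2, KCl, NaCl, DTT, Triton | benchmarks = neutral control DMSO, positive control TFP | also added = fluorescent myosin IIA peptide, 5 nM | compound dosing = one concentration per compound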
* = called active by the depositor; nt = no result given; & = joins results of further samples.

SMILES	SIRT5 block	XiGFP reactiv	C2C12 statin	Cneo AK release	ERAP1 HTS inh	PGC1a acetyl inh	LGR2 antag	S100A4 MyoIIA
COc1ccc(CNC(=S)N/N=C(\C)c2ccc(OC)cc2)cc1	-0.4	0.0	-6.1	23.5	-5.0	-5.6	-22.9	1.2
COc1ccccc1CN(C)CC(=O)Nc1cccc(S(=O)(=O)N2CCCC2)c1	-3.2	0.0	0.6	-0.6	-3.3	7.6	3.9	-25.8
Nc1nc(N2CCN(C(c3ccccc3)c3ccccc3)CC2)n[nH]1	nt	0.0	nt	nt	1.3	-14.7	24.1	-2.1
CCCn1nnnc1NCc1cccc(OC)c1OCC	1.8	0.3	11.4	1.0	nt	nt	14.5	-9.9
O=C(CSc1nnc(NC2CC2)s1)Nc1ccc(N2CCOCC2)cc1	2.0	0.1	0.7	-2.2	-0.2	10.1	-31.3	-2.0
Cc1ccc(NC2=C/C(=N/S(=O)(=O)c3cccs3)c3ccccc3C2=O)cc1C	2.9	-0.2	nt	4.7	4.6	6.0	-0.5	0.7
COc1ccc(-c2onc(C)c2-c2cnn(-c3ccccc3)c2)c(O)c1C	1.8	0.1	nt	nt	1.3	7.8	-9.4	-0.4
CCOc1ccc(N=C/C=C/c2ccccc2)c(O)c1	-3.3	0.0	6.5	-12.2	-1.6	3.2	-40.6	15.2
COCCN(Cc1ccccc1)C(=O)c1cccc(S(=O)(=O)N2CCN(c3ccccc3)CC2)c1	-0.8	-0.1	0.8	2.2	1.7	-4.1	10.0	-11.1
Cc1ccc(CC(=O)N2CCN(S(=O)(=O)c3ccccc3)CC2)cc1C	0.4	0.0	nt	nt	0.5	nt	29.5	-1.3
CCn1c(C)nc2cc(C(=O)NNS(=O)(=O)c3c(F)cc(F)c(Cl)c3F)ccc21	-2.0	0.2	-2.2	-6.0	-0.8	-2.3	11.7	-8.6
Cc1cc(Br)ccc1NC(=O)CN1C(=O)C2CC=CCC2C1=O (centres undefined)	-1.1	-0.1	-8.1	-1.7	1.0	-0.2	1.0	-0.8
Cc1onc(-c2ccccc2)c1C(=O)Nc1nnc(CC(C)(C)C)s1	nt	0.1	-9.0	-0.8	3.3	nt	-0.8	-9.0
O=C(Nc1cc([N+](=O)[O-])ccc1F)c1ccc2c(c1)OCCO2	1.9	0.6	nt	nt	-2.1	8.1	-21.8	1.4
Cc1cccc(-n2cc[nH]c2=S)c1	nt	0.3	-21.4	-1.1	nt	-0.2	-4.1	nt
CCC1CCCCN1CCCNC(=O)c1cc2c(=O)oc3ccc(C)cc3c2s1 (centres undefined)	2.8	0.0	9.9	3.8	1.7	-4.3	-5.4	0.5
Cc1ccc2[nH]c(O)c(N=Nc3nc4ccccc4s3)c2c1	-0.2	0.0	-25.5	1.3	9.0	4.7	4.9	-7.3
Cn1c(SCC(=O)Nc2ccc(NC(=O)c3ccccc3)cc2)nnc1-c1ccncc1	-3.3	0.0	-39.1	-0.3	3.5	18.3	-3.8	-5.3
CCCc1cc(=O)[nH]c(SCC(=O)Nc2sc(C(N)=O)c(C)c2C(=O)OCCOC)n1	1.5	-0.6	0.3	-1.3	-9.7	1.9	-5.8	2.3
O=C(NCCCN1CCOCC1)c1ccc(S(=O)(=O)Nc2ccccc2F)cc1	0.4	0.1	2.1	0.5	-3.0	nt	13.7	1.8
NCC[C@H]1CC[C@H](NC(=O)CCN2CCCCC2)[C@@H](CO)O1	-3.4	-0.2	-3.3	2.9	-2.9	2.3	3.4	-2.7
CCOC(=O)N1CCC(N2Cc3cccc(C(=O)NCc4ccc(C)cc4)c3C2=O)CC1	8.4	0.1	5.4	-0.7	0.8	-1.5	4.0	0.9
COc1ccccc1NC(C)C(=O)N/N=C/c1cccs1 (centres undefined)	-2.6	0.0	nt	nt	-2.6	7.0	3.4	4.7
CCC(=O)Nc1ccc2c(c1)OC[C@H](C)N(C(=O)c1ccncc1)C[C@H](C)[C@H](OC)CN(C)C2=O	-1.9	-0.2	5.0	-4.6	-1.2	nt	7.3	-2.7
C[C@@H]1CN([C@@H](C)CO)C(=O)c2cc(NC(=O)Nc3ccc4c(c3)OCO4)ccc2O[C@@H](C)CCCCO[C@@H]1CN(C)S(=O)(=O)c1ccccc1	1.6	0.0	nt	-0.7	1.3	1.4	4.2	-20.8
COC/C=C/C1=CC2=CC(=O)C(C)(OC(=O)c3cnc4ccccc4n3)C(=O)C2=CN1c1ccccc1 (centres undefined)	-1.4	-0.1	nt	nt	4.6	nt	-9.4	-1.8
CC(C)C(C(=O)NCC1CCCO1)N(C(=O)CNS(=O)(=O)c1ccccc1)C1CCCCC1 (centres undefined)	-1.7	0.1	-4.9	7.1	-0.3	nt	0.4	-3.8
O=C(CCC(=O)c1ccc(Oc2ccccc2)cc1)Nc1cccc(Cl)c1	-5.1	-0.1	-7.8	-0.6	-1.9	-2.9	-10.7	3.9
C=CCN(C(=O)Nc1ccccc1)C1CC(=O)N(c2ccc(OC)cc2)C1=O (centres undefined)	nt	nt	5.2	-0.6	nt	-4.7	10.4	nt
O=C(NCCCN1CCCC1=O)c1cc(-c2ccc(F)cc2)nc2ccccc12	nt	1.6	0.3	0.9	-4.4	2.8	-45.4	3.0

One compound at a time, from the list above. Order of values: SIRT5 block	XiGFP reactiv	C2C12 statin	Cneo AK release	ERAP1 HTS inh	PGC1a acetyl inh	LGR2 antag	S100A4 MyoIIA
C[C@@H]1CN([C@@H](C)CO)C(=O)c2cc(NC(=O)Nc3ccc4c(c3)OCO4)ccc2O[C@@H](C)CCCCO[C@@H]1CN(C)S(=O)(=O)c1ccccc1 is listed as 1.6	0.0	nt	-0.7	1.3	1.4	4.2	-20.8
C=CCN(C(=O)Nc1ccccc1)C1CC(=O)N(c2ccc(OC)cc2)C1=O (centres undefined) is listed as nt	nt	5.2	-0.6	nt	-4.7	10.4	nt
CCC(=O)Nc1ccc2c(c1)OC[C@H](C)N(C(=O)c1ccncc1)C[C@H](C)[C@H](OC)CN(C)C2=O is listed as -1.9	-0.2	5.0	-4.6	-1.2	nt	7.3	-2.7
COC/C=C/C1=CC2=CC(=O)C(C)(OC(=O)c3cnc4ccccc4n3)C(=O)C2=CN1c1ccccc1 (centres undefined) is listed as -1.4	-0.1	nt	nt	4.6	nt	-9.4	-1.8
NCC[C@H]1CC[C@H](NC(=O)CCN2CCCCC2)[C@@H](CO)O1 is listed as -3.4	-0.2	-3.3	2.9	-2.9	2.3	3.4	-2.7

New compounds follow
SMILES	SIRT5 block	XiGFP reactiv	C2C12 statin	Cneo AK release	ERAP1 HTS inh	PGC1a acetyl inh	LGR2 antag	S100A4 MyoIIA
CN1c2ccc(-c3cccc(C#N)c3)cc2[C@H]2[C@H](CCN2C(=O)C2CCCC2)[C@H]1CO	2.9	-0.1	nt	nt	0.5	13.2	3.2	-19.2
N=C1/C(=C/c2ccc(-c3cccc(C(=O)O)c3)o2)C(=O)N=C2SC(CC(=O)N3CCOCC3)=NN12	21.6*	0.0	23.0	-11.3	4.5	-10.0	-13.5	2.9
COc1cccc(-c2ccc3c(c2)O[C@@H](CN(C)C(=O)C2CCC2)[C@@H](C)CN([C@H](C)CO)S3(=O)=O)c1	-1.1	0.0	3.7	-0.5	3.3	2.8	9.7	-9.0
COc1ccccc1NC(=O)CCSc1nnc(-c2ccc(O)cc2)o1	-5.9	0.2	4.0	nt	-6.4	2.1	12.1	11.7
Cc1ccc(S(=O)(=O)/N=C2\C=C(Nc3cccc(C(=O)O)c3)C(=O)c3ccccc32)c(C)c1	3.2	0.3	-644.0	-1.6	-23.4	nt	16.3	-7.2
COC(=O)c1cc(C#N)c(N2CCN(C)CC2)nc1C	-3.6	0.0	nt	nt	-10.2	-3.5	-0.9	8.6
O=C(Nc1ccc(F)cc1F)N1CCCC(c2nc(-c3ccc(F)cc3)no2)C1 (centres undefined)	-0.5	0.6	nt	nt	-2.1	nt	14.6	-0.6
COC(=O)c1cc(C(=O)N2CCc3ccccc32)cc([N+](=O)[O-])c1	-3.0	0.0	6.4	0.3	-2.2	nt	4.8	-13.8
O=C(O)c1ccccc1Nc1cccc(C(F)(F)F)c1	-2.6	0.0	2.2	-5.7&-2.2	-1.6	1.5	-9.5	-6.5&-3.9
O=C(Cn1cc2c(n1)CCCCC2)Nc1c(F)c(F)cc(F)c1F	nt	0.1	3.6	1.8	-1.2	nt	2.5	-2.1
O=C(COC(=O)COc1ccccc1)Nc1ccc2c(c1)OCCO2	-2.7	0.3	-1.8	-0.3	-2.3	6.5	-5.6	-15.6
CCOCCCNC(=O)CC1Oc2ccc(C)cc2NC1=O (centres undefined)	nt	0.3	3.9	-1.0	-1.8	nt	-1.0	-0.3
COc1ccc(COC(=O)C2=C(C)NC(=O)NC2c2cccc(Br)c2)cc1 (centres undefined)	-1.6	0.1	34.7	1.2	0.5	-0.3	32.0	-1.2
CC(C)NC(=O)N(C)C[C@@H]1Oc2c(NS(C)(=O)=O)cccc2C(=O)N([C@H](C)CO)C[C@H]1C	0.0	-0.8	17.3	-3.6	1.9	3.7	3.3	5.7
CCC(CC)C(=O)c1c[nH]c(C(=O)NCc2ccccc2OC)c1	-2.5	0.2	5.5	7.6	-0.8	nt	-1.2	0.7
Cc1cc(C)c(C(=O)CSc2nnc(N)s2)cc1C	-1.5	0.0	nt	-0.2	nt	8.2	-7.1	-6.8
CC(C)OC(=O)C(CC(=O)O)N1CCOCC1 (centres undefined)	-1.7	nt	5.4	2.6	2.8	nt	-10.7	-3.7
Nc1cc(=O)[nH]c(SCc2nnnn2-c2ccc(Cl)cc2)n1	-4.6	0.2	3.9	2.3	-2.2	10.7	-13.0	-35.1
CCc1cccc(OCC2Cn3c(nc4c3c(=O)[nH]c(=O)n4C)O2)c1 (centres undefined)	-1.1	0.3	20.2	3.4	nt	nt	6.1	0.0
O=C(NC(c1ccccc1)c1cnccn1)C1CCN(Cc2ccc(Cl)c(Cl)c2)CC1 (centres undefined)	1.3	0.2	9.8	-7.0	-1.0	-24.2	8.5	-2.0
C[C@@H]1CN([C@@H](C)CO)C(=O)c2cc(NC(=O)Nc3ccc(C(F)(F)F)cc3)ccc2O[C@@H]1CN(C)S(C)(=O)=O	0.7	-1.3	-0.5	3.3	-3.8	-1.8	-4.6	9.6
Cc1ccc(Cl)c(OCC(=O)NC2CCN(Cc3ccccc3)CC2)c1	-1.0	0.0	-8.4	nt	-0.6	nt	-8.4	3.4
CNC(=O)/C(C#N)=C/c1cn(CC(=O)NCc2ccco2)c2ccccc12	-1.0	0.2	5.9	2.9	-3.4	0.4	3.8	-8.5
C[C@@H]1CN([C@@H](C)CO)S(=O)(=O)c2ccc(-c3ccccc3)cc2O[C@H]1CN(C)C(=O)c1ccc2c(c1)OCO2	6.7	0.7	-48.4	2.9	0.2	1.2	-5.5	0.2
COc1cc(NC(=O)CSc2ccc(-c3ccccn3)nn2)cc(OC)c1	-0.8	-0.1	-1.2	-1.5	-4.2	nt	4.6	0.0
CCCC(C)NC(=O)Cc1ccccc1[N+](=O)[O-] (centres undefined)	1.2	0.0	nt	nt	1.2	nt	5.9	-0.9
COc1ccc(N2CCN(S(=O)(=O)c3cn(C)c(=O)n(C)c3=O)CC2)cc1	-6.2	0.2	nt	nt	0.4	-5.3	5.4	-3.2
CC1C(=O)N(Cc2cn(CCC3OCCCO3)nn2)CCS(=O)(=O)N1Cc1ccc(-c2ccc(F)nc2)cc1 (centres undefined)	-7.2	0.1	-0.1	1.0	5.8	nt	1.5	-15.5

Not all compounds are listed (hit frequency here may not be typical).
